HTR2A ag: mouse HTR2A agonism via beta-arrestin recruitment | P35363 | CHO-K1 mHTR2A beta-arrestin complementation, luminescence; percent of 30 µM serotonin response | activation, % at 7.6 µM | 360,000 tested, 0.66% active | AID 624169;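 active = activation above a run cutoff, the mean activation of all tested compounds plus 3 SD, cut at about 14% in these data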;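 also: 0% = plate median of compound wells and 100% = 30 µM serotonin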
Target sequence (P35363 whole entry, looked up): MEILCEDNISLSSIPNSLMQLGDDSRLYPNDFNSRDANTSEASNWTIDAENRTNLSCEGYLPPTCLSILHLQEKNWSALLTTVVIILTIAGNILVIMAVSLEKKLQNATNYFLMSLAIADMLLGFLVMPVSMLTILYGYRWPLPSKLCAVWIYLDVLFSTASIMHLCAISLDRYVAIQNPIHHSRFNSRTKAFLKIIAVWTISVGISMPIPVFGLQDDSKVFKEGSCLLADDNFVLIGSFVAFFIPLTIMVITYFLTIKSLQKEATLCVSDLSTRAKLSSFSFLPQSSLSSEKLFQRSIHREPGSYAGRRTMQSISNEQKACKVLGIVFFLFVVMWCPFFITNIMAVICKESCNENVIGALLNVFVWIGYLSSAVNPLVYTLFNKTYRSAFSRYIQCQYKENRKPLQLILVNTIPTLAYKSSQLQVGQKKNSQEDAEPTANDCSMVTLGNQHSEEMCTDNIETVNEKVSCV
MITF TRPM1 inh: MITF TRPM1 promoter inhibition in SK-MEL-5 cells; 330,000 tested, 0.83% active; inhibition, % at 12.5 µM; SK-MEL-5 TRPM1 promoter luciferase, 24 h; AID 488899;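 active = mean inhibition across replicates of 60% or more, whatever share of single replicates reaches that level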; also: values of inactives mirror those of a sister screen read the other way
Shn3 inh set2: reduces Shn3 3'UTR luciferase signal in osteoblasts; 360,000 tested, 0.52% active; Clone20 osteoblast Shn3 3'UTR firefly luciferase, 24 h; inhibition, % at 12.5 µM; AID 588674;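 active = mean inhibition of at least 75% with every replicate also reaching 75%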;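 also: 0% = median of neutral control wells and 100% = pilot-screen positive control compound; some compounds past the cut are filed as inactive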
NR2E3 ag-1: agonists of human nuclear receptor NR2E3. GST-NR2E3/biotin-RetCOR TR-FRET, 1536-well. inhibition of corepressor binding, % at 4.78 µM. 320,000 tested, 0.12% active. AID 2300;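 active = percent inhibition above the cutoff of mean plus 3 SD of all tested compounds, set per screening campaign, cut at about 20% in these data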;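 also: 0% = DMSO wells and 100% = biotin wells as full block of FRET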
Target sequence (Q9Y5X4 whole entry, looked up): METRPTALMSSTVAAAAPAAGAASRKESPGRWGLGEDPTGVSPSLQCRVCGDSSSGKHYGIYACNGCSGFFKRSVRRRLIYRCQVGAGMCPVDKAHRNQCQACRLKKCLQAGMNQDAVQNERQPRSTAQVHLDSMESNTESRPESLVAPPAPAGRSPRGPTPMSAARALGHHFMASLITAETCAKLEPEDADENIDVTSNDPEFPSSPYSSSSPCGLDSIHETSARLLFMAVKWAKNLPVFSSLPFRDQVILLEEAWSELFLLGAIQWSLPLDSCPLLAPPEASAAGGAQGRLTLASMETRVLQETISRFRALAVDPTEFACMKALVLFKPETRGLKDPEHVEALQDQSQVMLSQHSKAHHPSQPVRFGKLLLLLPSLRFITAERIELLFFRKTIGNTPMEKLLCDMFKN
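system = GST-tagged NR2E3 plus biotinylated RetCOR corepressor | input = 1.35 nM GST-NR2E3 | also added = 7 nM biotin-RetCOR | schedule = 5 h incubation at 4 °C | measured by = TR-FRET with europium anti-GST and streptavidin-D2, 340 nm excitation | read-out = percent loss of FRET ratio relative to control wells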
Cardio protect: protects H9c2 cardiomyocytes from peroxide injury; AID 588492; protection from H2O2 cell death, % at 20 µM; 360,000 tested, 0.63% active; H2O2 injury protection, ATPLite, 2 h;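 active = compounds giving at least 50% protection of heart cells from peroxide-induced death in the single-dose screen, raw or plate-pattern-corrected value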;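 also: 0% = DMSO wells with peroxide and 100% = DMSO wells without peroxide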
HIF-2a inh: HIF-2a inhibition | AID 624352 | inhibition, % at 18.8 µM | 360,000 tested, 0.72% active | 786-0 RCC cells HIF-2a reporter, luciferase luminescence, overnight;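 active = inhibition of the luminescence signal of 40% or more relative to plate controls, in a single-dose primary screen at 18.75 µM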
NR2E3 ag-2: agonists of human NR2E3 nuclear receptor; Q9Y5X4; CHO-S Gal4-NCOR/VP16-NR2E3 two-hybrid, luciferase; inhibition of corepressor binding, % at 3.98 µM; 360,000 tested, 0.35% active; AID 602229;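 active = inhibition above the mean of all tested compounds plus 3 SD, cut at about 70% in these data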;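 also: 0% = DMSO with NR2E3 transfected cells and 100% = cells lacking NR2E3 construct; higher means lower luciferase signal from less NR2E3 corepressor binding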
Peg3 promoter: inhibitors of Peg3 promoter. HeLa PEG-Prom luciferase reporter, luminescence, overnight. inhibition, % at 20 µM. 360,000 tested, 1.7% active;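 active = inhibition of at least 50% at 20 µM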
CaV13 ICDI inh: Primary screen for inhibitors of IQ motif and Ca2+-dependent inactivation inhibitor domain binding in CACNA1D, Förster resonance energy transfer in living cells, …. AID 743397. HEK cells, CFP/YFP FRET ICDI-IQ, plate reader, 10 min; percent FRET-ratio fall versus neutral wells. 340,000 tested, 0.098% active. inhibition, % at 12.3 µM;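 active = mean replicate inhibition of at least 30% and at least 1% of replicates passing that level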;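 also: 0% = median of the neutral control wells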
PDI turbidity: PDI (human) enzyme inhibition. inhibition, % at 10 µM. P07237. PDI insulin aggregation turbidity, A650, 90 min. 350,000 tested, 0.052% active. AID 588391;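 active = mean inhibition across replicates of 30% or more, whatever share of single replicates reach that level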;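 also: absorbance from insulin aggregation driven by PDI reduction with DTT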
hiPSC survival: increases survival of single human iPS cells. hiPSC single-cell survival, ATPlite luminescence; 100% = ROCK inhibitor wells, 0% = DMSO. survival enhancement, % at 20 µM. 360,000 tested, 0.044% active. AID 602274; in the data active = survival enhancement above about 18%;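 also: cells exposed to compounds for 16 hours before the ATP read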
The depositor's hits bear a star.

The opening two compounds as a preview:
How did C[C@@H]1NC(=O)[C@@]2(C)[C@@H](c3ccccc3)[C@H]3COc4ccccc4[C@@H]3N2C1=O do in these assays?
HTR2A ag: 12.0; MITF TRPM1 inh: -0.2; Shn3 inh set2: 23.1; NR2E3 ag-1: -1.3; Cardio protect: -0.2; HIF-2a inh: 11.6; NR2E3 ag-2: 13.2; Peg3 promoter: -0.1; CaV13 ICDI inh: -9.2; PDI turbidity: -2.6; hiPSC survival: -2.8

How did CCCC(=O)Nc1ccc(C(=O)NNC(=O)c2cccs2)cc1 do in these assays?
HTR2A ag: -3.7; MITF TRPM1 inh: 3.4; Shn3 inh set2: -8.0; NR2E3 ag-1: 12.6; Cardio protect: 9.1; HIF-2a inh: 15.9; NR2E3 ag-2: -8.8; Peg3 promoter: 8.9; CaV13 ICDI inh: -7.9; PDI turbidity: 3.8; hiPSC survival: 0.0

The listing, repeating the preview:
How did C[C@@H]1NC(=O)[C@@]2(C)[C@@H](c3ccccc3)[C@H]3COc4ccccc4[C@@H]3N2C1=O do in these assays?
HTR2A ag: 12.0; MITF TRPM1 inh: -0.2; Shn3 inh set2: 23.1; NR2E3 ag-1: -1.3; Cardio protect: -0.2; HIF-2a inh: 11.6; NR2E3 ag-2: 13.2; Peg3 promoter: -0.1; CaV13 ICDI inh: -9.2; PDI turbidity: -2.6; hiPSC survival: -2.8

How did CCCC(=O)Nc1ccc(C(=O)NNC(=O)c2cccs2)cc1 do in these assays?
HTR2A ag: -3.7; MITF TRPM1 inh: 3.4; Shn3 inh set2: -8.0; NR2E3 ag-1: 12.6; Cardio protect: 9.1; HIF-2a inh: 15.9; NR2E3 ag-2: -8.8; Peg3 promoter: 8.9; CaV13 ICDI inh: -7.9; PDI turbidity: 3.8; hiPSC survival: 0.0

How did Cc1cc(C)n(C(=O)c2ccc(C)c(S(=O)(=O)N3CCOCC3)c2)n1 do in these assays?
HTR2A ag: 7.1; MITF TRPM1 inh: -0.1; Shn3 inh set2: 5.8; NR2E3 ag-1: -0.6; Cardio protect: 15.2; HIF-2a inh: 10.2; NR2E3 ag-2: 21.4; Peg3 promoter: 12.5; PDI turbidity: 1.1; hiPSC survival: 0.0

How did Cc1sc2ncnc(N3CCC(C(=O)Nc4cc(Cl)ccc4Cl)CC3)c2c1C do in these assays?
HTR2A ag: -2.5; MITF TRPM1 inh: -3.7; Shn3 inh set2: -0.1; NR2E3 ag-1: 3.2; Cardio protect: -16.4; HIF-2a inh: 1.2; NR2E3 ag-2: -3.3; Peg3 promoter: 16.7; CaV13 ICDI inh: -5.6; PDI turbidity: 14.4; hiPSC survival: -0.5

What do the screens show for `O=c1oc2ccccc2c(NCc2cccc(F)c2)c1[N+](=O)[O-]`?
HTR2A ag: 2.6; MITF TRPM1 inh: -9.5; Shn3 inh set2: 1.4; NR2E3 ag-1: 3.1; Cardio protect: -1.4; HIF-2a inh: -30.9; NR2E3 ag-2: 0.0; Peg3 promoter: -0.5; CaV13 ICDI inh: -5.6; PDI turbidity: -1.9; hiPSC survival: 2.4

Results for Cc1sc(N)nc1-c1ccc(Oc2ccccc2)cc1 ?
HTR2A ag: -1.3; MITF TRPM1 inh: -49.0; Shn3 inh set2: -72.2; NR2E3 ag-1: 0.0; Cardio protect: 0.3; HIF-2a inh: -253.9; NR2E3 ag-2: -34.6; Peg3 promoter: -155.7; CaV13 ICDI inh: -3.4; PDI turbidity: 10.3; hiPSC survival: -0.2

How did Cc1noc(C)c1S(=O)(=O)N(CC(=O)Nc1ccc2c(c1)OCCO2)c1ccc(C(C)C)cc1 do in these assays?
HTR2A ag: 18.8*; MITF TRPM1 inh: 17.4; Shn3 inh set2: -6.3; NR2E3 ag-1: 1.9; Cardio protect: -7.9; HIF-2a inh: 4.8; NR2E3 ag-2: -17.3; Peg3 promoter: 34.4; CaV13 ICDI inh: -14.0; PDI turbidity: 0.3; hiPSC survival: -3.1

How did NC(=S)NNc1cccc(Cl)c1 do in these assays?
HTR2A ag: -0.9; MITF TRPM1 inh: -16.5; NR2E3 ag-1: -0.9; Cardio protect: 0.6; HIF-2a inh: 5.5; NR2E3 ag-2: -4.4; Peg3 promoter: 13.9; CaV13 ICDI inh: -3.5; PDI turbidity: -3.4; hiPSC survival: -1.6

How did O=C(CNc1ccccc1Cl)Nc1cc(S(=O)(=O)N2CCOCC2)ccc1Cl do in these assays?
HTR2A ag: -9.2; MITF TRPM1 inh: 2.0; Shn3 inh set2: 25.1; NR2E3 ag-1: 2.0; Cardio protect: 2.6; HIF-2a inh: 17.2; NR2E3 ag-2: 27.1; Peg3 promoter: 20.3; CaV13 ICDI inh: -5.4; PDI turbidity: 3.2; hiPSC survival: -1.2

What do the screens show for `NC(=O)CCC(NS(=O)(=O)c1ccc(Cl)cc1)C(=O)NCc1ccc(Cl)cc1` (centres undefined)?
HTR2A ag: -1.4; MITF TRPM1 inh: -1.2; Shn3 inh set2: 12.7; NR2E3 ag-1: -1.9; Cardio protect: -1.3; HIF-2a inh: 12.5; NR2E3 ag-2: 4.2; Peg3 promoter: 14.1; CaV13 ICDI inh: -7.3; PDI turbidity: 1.7; hiPSC survival: -0.5

What do the screens show for `COc1ccc(-c2nnn(CC(=O)N(CCCO)C(C(=O)NC3CCCC3)c3ccc(F)cc3)n2)cc1` (centres undefined)?
HTR2A ag: -0.6; MITF TRPM1 inh: -9.8; Shn3 inh set2: 1.3; NR2E3 ag-1: -0.9; Cardio protect: -8.1; HIF-2a inh: 7.8; NR2E3 ag-2: -15.2; Peg3 promoter: -14.9; CaV13 ICDI inh: -4.8; PDI turbidity: 10.1; hiPSC survival: 2.3

How did Cc1ccc(-c2nn3c(C)nnc3s2)cc1NC(=O)C(C)C do in these assays?
HTR2A ag: -4.8; MITF TRPM1 inh: 12.0; Shn3 inh set2: -8.4; NR2E3 ag-1: 3.9; Cardio protect: 3.7; HIF-2a inh: 1.0; NR2E3 ag-2: 9.2; Peg3 promoter: -8.8; CaV13 ICDI inh: -11.2; hiPSC survival: 0.7

Results for O=C(NCc1ccccn1)C1(C(F)(F)F)C/C(=C\CCO)CCCO1 (centres undefined) ?
HTR2A ag: 0.6; MITF TRPM1 inh: -12.0; Shn3 inh set2: -17.9; NR2E3 ag-1: -1.2; Cardio protect: 6.1; HIF-2a inh: 5.8; NR2E3 ag-2: -2.9; Peg3 promoter: 4.5; CaV13 ICDI inh: -8.2; PDI turbidity: -1.1; hiPSC survival: 0.8

Results for Cc1cc(NC(=O)CS(=O)CC(=O)Nc2c(C)cccc2C)ccc1-n1cnnn1 (centres undefined) ?
HTR2A ag: 4.6; MITF TRPM1 inh: 5.0; Shn3 inh set2: -8.0; NR2E3 ag-1: 3.6; Cardio protect: 10.1; HIF-2a inh: 13.4; NR2E3 ag-2: -56.5; Peg3 promoter: 8.7; CaV13 ICDI inh: -1.7; PDI turbidity: 3.9; hiPSC survival: -0.6

How did Cc1ccc(N=C2NC(=O)C(CC(=O)NCc3ccccc3)S2)cc1C (centres undefined) do in these assays?
HTR2A ag: 1.0; MITF TRPM1 inh: 5.7; Shn3 inh set2: 3.9; NR2E3 ag-1: -0.1; Cardio protect: -3.6; HIF-2a inh: 2.3; NR2E3 ag-2: -26.8; Peg3 promoter: -13.6; CaV13 ICDI inh: -5.3; PDI turbidity: -2.6; hiPSC survival: 1.4

What do the screens show for `COc1cc([C@H]2c3c(cc(OC)c(O)c3OC)C[C@@H](CO)[C@@H]2CO[C@@H]2O[C@H](CO)[C@@H](O)[C@H](O)[C@H]2O)cc(OC)c1O`?
HTR2A ag: 0.1; MITF TRPM1 inh: -2.5; Shn3 inh set2: -5.3; NR2E3 ag-1: 1.4; Cardio protect: -1.4; HIF-2a inh: 13.8; NR2E3 ag-2: 1.7; Peg3 promoter: 1.7; hiPSC survival: -0.8

How did CCC1(c2ccccc2)NC(=O)N(CC(=O)N2CCN(S(=O)(=O)c3ccccc3)CC2)C1=O (centres undefined) do in these assays?
HTR2A ag: -1.4; MITF TRPM1 inh: -1.2; Shn3 inh set2: -11.5; NR2E3 ag-1: 0.8; Cardio protect: 9.1; HIF-2a inh: 23.6; NR2E3 ag-2: -22.7; Peg3 promoter: -0.6; CaV13 ICDI inh: -5.0; PDI turbidity: 9.5; hiPSC survival: 1.9

Results for NS(=O)(=O)c1ccc(NC(=O)Nc2ccc3c(c2)OCO3)cc1 ?
HTR2A ag: -6.2; MITF TRPM1 inh: -67.5; Shn3 inh set2: -24.7; Cardio protect: -4.1; HIF-2a inh: -145.4; NR2E3 ag-2: -67.5; Peg3 promoter: -189.7; CaV13 ICDI inh: -6.2; PDI turbidity: 14.9; hiPSC survival: 0.5

Results for O=C(Nc1c(C(=O)NCc2ccco2)cnn1-c1ccccc1)c1ccc(F)cc1 ?
HTR2A ag: 1.6; MITF TRPM1 inh: 15.2; Shn3 inh set2: 17.8; NR2E3 ag-1: -0.7; Cardio protect: 6.0; HIF-2a inh: 4.8; NR2E3 ag-2: -21.9; Peg3 promoter: 19.1; CaV13 ICDI inh: -5.1; PDI turbidity: -4.6; hiPSC survival: -2.3

What do the screens show for `Cc1cc(C)c(S(=O)(=O)NCc2ccncc2)c(C)c1`?
HTR2A ag: 6.1; MITF TRPM1 inh: 13.2; Shn3 inh set2: 72.3; NR2E3 ag-1: -5.2; Cardio protect: -20.2; HIF-2a inh: 4.7; NR2E3 ag-2: 69.0; Peg3 promoter: 14.9; CaV13 ICDI inh: -4.5; PDI turbidity: -4.9; hiPSC survival: 2.7

Results for CCOc1ccc(C(=O)Nc2ccc3[nH]ncc3c2)cc1 ?
HTR2A ag: -3.7; MITF TRPM1 inh: -56.4; Shn3 inh set2: -62.8; NR2E3 ag-1: 0.1; Cardio protect: -14.3; HIF-2a inh: -168.9; NR2E3 ag-2: -118.9; Peg3 promoter: -189.7; CaV13 ICDI inh: -5.2; PDI turbidity: 4.7; hiPSC survival: -0.9

Results for CCOC(=O)N1CCC(NC(=S)Nc2ccc3nc(N4CCN(C)CC4)cc(C)c3c2)CC1 ?
HTR2A ag: -2.8; MITF TRPM1 inh: 7.9; Shn3 inh set2: 8.1; NR2E3 ag-1: 0.3; Cardio protect: 4.3; HIF-2a inh: 13.7; NR2E3 ag-2: -0.6; Peg3 promoter: 13.1; CaV13 ICDI inh: -5.6; PDI turbidity: 8.3; hiPSC survival: 1.7

Results for CCC/C(=C1/C(=O)CC(C)(C)C(C(=O)OC)C1=O)N1CCCC1 (centres undefined) ?
HTR2A ag: 2.4; MITF TRPM1 inh: 7.1; Shn3 inh set2: -4.2; NR2E3 ag-1: 3.4; Cardio protect: -6.2; HIF-2a inh: 13.2; NR2E3 ag-2: 6.0; Peg3 promoter: 7.7; CaV13 ICDI inh: -5.7; PDI turbidity: -2.7; hiPSC survival: 7.3

What do the screens show for `Cc1cc(C)nc(N2CCC(C(=O)O)CC2)n1`?
HTR2A ag: 6.2; MITF TRPM1 inh: -1.7; Shn3 inh set2: 11.5; NR2E3 ag-1: 2.9; Cardio protect: 1.7; HIF-2a inh: 22.2; NR2E3 ag-2: -4.5; Peg3 promoter: 11.0; CaV13 ICDI inh: -4.6; PDI turbidity: 1.9; hiPSC survival: -1.5

Source: PubChem (several laboratories)
